Bioassay records as filed in PubChem BioAssay.
PolyA inhibitor = blocks polyadenylation in yeast reporter cells. S. cerevisiae SKY197-pL101 polyadenylation reporter, beta-gal luminescence; efflux-impaired pdr1/pdr3 knockout yeast; score 100 = 6 SD above DMSO. calls only at 12 µM. 300,000 compounds, 0.02% hits;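 active = lowest replicate activity score at least 50, where 100 means six control SD above control mean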;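 also: yeast exposed to compound for 9 h at 30 °C; higher score means more reporter readthrough which indicates perturbed polyadenylation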
KCNK3 block = human KCNK3 channel inhibition, primary screen; O14649; CHO-KCNK3 thallium flux, FluxOR fluorescence; active compounds read low; B-score at 10 µM; 340,000 compounds, 0.84% hits;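 active = B-score under library mean minus 4 SD, starting fluorescence ratio at most library mean plus 5 SD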;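 also: more negative B-score means stronger inhibition of thallium flux through KCNK3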
Target sequence (O14649 whole entry, looked up): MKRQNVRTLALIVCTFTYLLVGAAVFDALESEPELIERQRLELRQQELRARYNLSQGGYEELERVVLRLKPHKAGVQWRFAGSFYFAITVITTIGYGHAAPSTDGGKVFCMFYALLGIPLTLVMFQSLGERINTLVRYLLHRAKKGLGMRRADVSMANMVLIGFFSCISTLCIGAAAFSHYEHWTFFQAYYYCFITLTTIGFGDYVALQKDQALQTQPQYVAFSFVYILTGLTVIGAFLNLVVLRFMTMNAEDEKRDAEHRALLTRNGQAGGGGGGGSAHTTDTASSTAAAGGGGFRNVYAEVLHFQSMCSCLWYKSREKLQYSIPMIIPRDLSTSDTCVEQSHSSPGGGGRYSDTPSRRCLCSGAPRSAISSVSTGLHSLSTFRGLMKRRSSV
KCNQ1 act = potentiators or activators of human KCNQ1 potassium channel. P51787. CHO-K1 KCNQ1, thallium flux FluxOR fluorescence; active compounds read high. B-score at 10 µM. 310,000 compounds, 0.35% hits. AID 2648;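 active = fluorescence ratio B-score, a plate-corrected score, at least three library SD, with initial intensity B-score within 5 SD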
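Assay system: stable KCNQ1 CHO-K1 line; medium: assay buffer, equal DMSO in all wells; timing: 90 min dye loading and 20 min compound exposure, both at room temperature; technique: kinetic FluxOR thallium fluorescence, 10-s 1-Hz baseline, 110-s post-stimulus read; read-out basis: B score of baseline-normalized fluorescence ratio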
KCNQ1 inh = blocks the human KCNQ1 potassium channel; P51787; CHO-K1 KCNQ1, FluxOR thallium flux fluorescence; active compounds read high; B-score at 10 µM; 310,000 compounds, 1.3% hits; AID 2642;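 active = compounds whose thallium flux B-score, printed positive for inhibition, exceeds three library SD while starting fluorescence stays within three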;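 also: channel opened by potassium depolarization with thallium stimulus after 20 min compound exposure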
Dyrk1A ADPGlo = blocks rat Dyrk1A kinase activity | inhibition, % at 12.5 µM | ADP-Glo luminescence, NFATc1 peptide | 310,000 compounds, 0.43% hits; in the data active = inhibition above about 50%;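 also: plate controls were vehicle with enzyme for no effect and no enzyme for full effect; many of its hits are not listed in these tables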
RGS4 pot = potentiators or activators of RGS4 | HEK293 M3R/inducible RGS4, carbachol calcium flux Fluo4; active compounds read low | B-score at 10 µM | 310,000 compounds, 0.92% hits | AID 463111;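 active = B-score of the integrated calcium signal more than 4 SD below the library mean, with starting fluorescence not abnormally high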;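 also: negative B-score means reduced calcium response which marks RGS4 activation or potentiation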
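Detection: kinetic calcium fluorescence imaging with Fluo4-AM dye, 2 µM / Material: HEK293 cells with stable M3R and inducible RGS4 / Schedule: recording 10 s baseline at 1 Hz, 100 s post-agonist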
hERG rescue = hERG (human) protection from proarrhythmic block; Q12809; CHO-hERG, FluxOR thallium flux, dofetilide IC70 present; activation (rescue from dofetilide block), less the hit threshold, % at 10 µM; 310,000 compounds, 0.51% hits; AID 1511;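 active = activation above the mean of controls blocked by dofetilide plus 5 SD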;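 also: thallium influx through hERG after potassium depolarization seen as dye fluorescence rise; in these data hits start at about 4.7%; inactives centre near -7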
KCNK9 inh = inhibitors of human KCNK9 two-pore domain potassium channel; B-score at 10 µM; AID 488922; Q9NPC2; HEK293 KCNK9, FluxOR thallium flux fluorescence; active compounds read low; 310,000 compounds, 1.2% hits;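 active = ratio B-score over 3 SD below the library mean, with starting fluorescence within 5 SD of its mean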;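 also: negative B-score means less thallium flux so channel inhibition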
GSK3A inh = human GSK-3 alpha kinase inhibition | P49840 | ADP-Glo luminescence, 60 min | inhibition, % at 10 µM | 320,000 compounds, 0.1% hits;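 in the data active = inhibition above about 50%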;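 also: GST-tagged GSK-3 alpha with peptide substrate and 25 µM ATP; 0% = DMSO neutral wells and 100% = GW8510 positive control wells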
HDAC3 inh = human HDAC3 inhibition; inhibition, % at 8.3 µM; recombinant HDAC3, fluorogenic peptide/trypsin coupled, fluorescence; AID 2718; 320,000 compounds, 0.15% hits; O15379; in the data active = inhibition above about 26%, passing the limit was not always enough
GSK3B inh = human GSK3beta kinase inhibition; GST-GSK3beta kinase, ADP-Glo luminescence, 60 min; active compounds read low; activity score (negative = inhibition), % at 10 µM; 300,000 compounds, 0.038% hits;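 active = more than half of replicate wells score below -50%, meaning over 50% inhibition versus plate controls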;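 also: 0% = median DMSO wells and -100% = median GW8510 positive control wells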
Target sequence (P49841 whole entry, looked up): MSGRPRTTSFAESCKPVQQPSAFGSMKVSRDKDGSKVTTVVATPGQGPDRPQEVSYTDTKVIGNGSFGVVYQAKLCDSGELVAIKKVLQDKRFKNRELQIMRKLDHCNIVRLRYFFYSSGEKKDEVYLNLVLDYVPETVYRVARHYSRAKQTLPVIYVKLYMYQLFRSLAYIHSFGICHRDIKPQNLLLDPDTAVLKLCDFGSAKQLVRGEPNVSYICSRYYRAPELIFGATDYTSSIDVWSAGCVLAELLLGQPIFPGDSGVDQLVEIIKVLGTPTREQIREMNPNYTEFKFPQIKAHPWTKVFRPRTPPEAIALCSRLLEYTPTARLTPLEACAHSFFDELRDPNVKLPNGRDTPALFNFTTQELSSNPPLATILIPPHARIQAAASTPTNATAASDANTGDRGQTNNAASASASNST
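Test system – GST-tagged human GSK3beta kinase, cell-free · Incubation – 60 min enzyme reaction, room temperature · Signal – ADP-Glo luminescence · Also added – peptide substrate and ATP at 25 µM · Controls – DMSO neutral wells and GW8510 at 20 µM as positive · Buffer or medium – Tris/MgCl2 kinase buffer · Measure – Luminescence-derived activity versus plate DMSO and GW8510 wells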
Starred values were filed as active, the others as inactive; i = inactive; . = no result given. The list is partial; the hit share may differ from the screen's.

Start of the data: the first 2 compounds, to show the layout:
SMILES	PolyA inhibitor	KCNK3 block	KCNQ1 act	KCNQ1 inh	Dyrk1A ADPGlo	RGS4 pot	hERG rescue	KCNK9 inh	GSK3A inh	HDAC3 inh	GSK3B inh
COc1ccc(CC(=O)Nc2ccccc2NC(=O)c2ccco2)cc1OC	i	i	i	i	3	i	-3	i	3	2	-1
NC(=O)C1CCN(C(=O)CC2(CC(=O)O)CCCCC2)CC1	i	i	i	i	0	i	-13	i	-5	1	3

The whole of this part, from the first entry:
SMILES	PolyA inhibitor	KCNK3 block	KCNQ1 act	KCNQ1 inh	Dyrk1A ADPGlo	RGS4 pot	hERG rescue	KCNK9 inh	GSK3A inh	HDAC3 inh	GSK3B inh
COc1ccc(CC(=O)Nc2ccccc2NC(=O)c2ccco2)cc1OC	i	i	i	i	3	i	-3	i	3	2	-1
NC(=O)C1CCN(C(=O)CC2(CC(=O)O)CCCCC2)CC1	i	i	i	i	0	i	-13	i	-5	1	3
CCNCc1cc(OCC)c(OCC(=O)NCCc2ccccc2)cc1Cl	i	i	i	i	-12	i	-3	i	-5	3	-1
O=C(CSc1cccc[n+]1[O-])NN(c1ccccc1)c1ccccc1	i	i	i	i	-4	i	-8	i	2	.	-24
CSc1ccc(NC(=O)CC(C)=O)cc1	i	i	i	i	-5	i	-18	i	1	-4	1
Cc1c(NS(=O)(=O)c2ccccc2)c(=O)n(-c2ccccc2)n1C	i	i	i	i	-2	i	-11	i	-2	-1	0
CN(C)c1nc(N(C)C)n(Cc2c(Cl)cccc2Cl)n1	i	i	i	i	-2	i	-7	i	0	-3	3
Cc1cccc2nc(=S)n(C(=O)c3ccco3)n12	i	i	i	i	-3	i	-5	i	1	-8	-1
CCC(C)NC(=O)COc1ccccc1[N+](=O)[O-] (configuration not stated)	i	i	i	i	-1	i	-5	i	-1	2	1
Cc1cccc(N2CCN(C(=O)CCN3C(=O)C4C5C=CC(C5)C4C3=O)CC2C)c1 (configuration not stated)	i	i	i	i	0	i	1	i	0	-5	1
Clc1ccc(-c2csc(N3CCSCC3)n2)cc1	i	i	i	i	0	i	-8	i	-1	5	1
CC(NC(=O)C(=O)NCc1cccs1)c1ccccc1 (configuration not stated)	i	i	i	i	-6	i	0	i	-1	-7	-1
COc1ccccc1-c1ccc(SCc2ccccc2)nn1	i	i	i	i	.	i	-10	i	-1	-9	-1
O=S(=O)(NCCN1CCOCC1)c1cc(Cl)c(Cl)cc1Cl	i	i	i	i	3	i	3	i	2	5	-1
CCC1(c2ccccc2)NC(=O)N(CC(=O)Nc2ccccc2C(=O)N2CCCCC2)C1=O (configuration not stated)	i	i	i	i	1	i	-11	i	1	5	3
Cc1cc2nc3n(c2cc1C)CC1CC(C(=O)NCC2CC2)N(C)C31 (configuration not stated)	i	i	i	i	-5	i	-5	i	-1	1	-2
CC(=O)Nc1cc(-c2ccc(Cl)cc2)[nH]n1	i	i	i	i	27	i	1	i	22	-1	-37
CCCC1CCC(C(=O)Nn2cnc3ccccc3c2=O)CC1 (configuration not stated)	i	i	i	i	-4	i	-10	i	4	2	3
Cc1ccccc1OCC(=O)Nc1ccc(C(N)=O)cc1	i	i	i	i	-14	i	-6	i	-5	-3	1
CCCc1cc(=O)n2[nH]c(NCc3ccc(Cl)cc3Cl)nc2n1	i	i	i	i	8	i	-4	i	-3	6	2
Cc1cc(C(=O)Cn2nc(C(=O)O)c3ccccc3c2=O)c(C)n1-c1ccc(OC(F)F)cc1	i	i	i	i	-1	i	-5	i	0	-2	1
O=C(Nc1cccc(C(=O)N2CCN(c3ccccc3)CC2)c1)c1ccco1	i	i	i	i	-4	i	-5	i	0	-3	-4
CC(C)(C)NC(=O)C(c1ccncc1)N(C(=O)CNC(=O)c1ccco1)c1ccc2c(c1)OCO2 (configuration not stated)	i	i	i	i	-11	i	3	i	-3	10	1
O=C(COC(=O)c1ccc2c(c1)C(=O)N(Cc1ccncc1)C2=O)Nc1ccccc1[N+](=O)[O-]	i	i	i	i	.	i	-14	i	-1	3	1
COc1ccc(NC(=O)CSc2nnc(NC(=O)c3ccc(S(=O)(=O)N4CCOCC4)cc3)s2)cc1	i	i	i	i	-9	i	-7	i	0	-2	4
Cc1nc2ccccc2n1C(C)c1ccccc1 (configuration not stated)	i	i	i	i	-4	i	-6	i	-3	-4	-3
CC(=O)Nc1ccccc1-c1nc2ccc(C(=O)N3CCN(c4ccccc4)CC3)cc2[nH]c1=O	i	i	i	i	17	i	-10	i	0	-1	-4
Cc1nc(N2CCN(S(=O)(=O)c3ccccc3C#N)CC2)c2c(-c3cccs3)csc2n1	i	i	i	i	4	i	-6	i	1	1	-2
Cc1nnc(NC(=O)c2ccc3ccccc3c2)s1	i	i	i	i	4	i	-6	i	0	2	4
Cc1ccn(CC(=O)N/N=C/c2cc([N+](=O)[O-])ccc2O)n1	i	i	i	i	.	i	-8	i	-1	3	-5
O=C(COC(=O)/C=C/c1ccc(OC(F)F)cc1)NCCN1C(=O)CSC1=O	i	i	i	i	.	i	-6	i	-2	6	-3
Cc1ccc(CN2CCN(/N=C/c3ccc(N(C)C)cc3)CC2)cc1	i	i	i	i	-4	i	-10	i	-2	-4	3
CC(C)(C)C1CCC(=NNc2ncc(C(F)(F)F)cc2Cl)CC1 (configuration not stated)	i	i	i	i	4	i	-14	i	1	3	-1
Cn1c(NC(=S)Nc2ccccc2)nc2ccccc21	i	i	i	i	-3	i	-3	i	-1	0	-3
COc1ccccc1NC(=O)Cn1c(C)cc(=O)c2cccc(OC)c21	i	i	i	i	.	i	0	i	-2	-1	1
Cc1ccc(NC(=O)COc2ccccc2[N+](=O)[O-])nc1	i	i	i	i	2	i	0	i	-3	5	-7
COc1ccc(C2c3ccsc3CCN2C(=O)C(C)(C)C)cc1 (configuration not stated)	i	i	i	8*	2	i	-14	i	-3	-2	-3
CC1=NC2(CCCc3c2no[n+]3[O-])N(O)C1(C)C (configuration not stated)	i	i	i	i	-5	i	-6	i	-1	1	-4
CCCOC(=O)c1ccc(NC(=O)c2nc3nc(C)cc(C)n3n2)cc1	i	i	i	i	.	i	-24	i	-3	-3	-1
COc1ccc(C2=COc3ccccc3C(=O)N2)cc1	i	i	i	i	.	i	-12	i	-2	4	7
CCN1CCN(C(=O)CN(CC)S(=O)(=O)c2ccc(Cl)cc2)CC1	i	i	i	i	1	i	-7	i	1	-2	1
COc1c(N)c2ccccc2[nH]c1=O	i	i	i	i	3	i	-7	i	3	-3	-1
O=C(Nc1nc(-c2ccc(S(=O)(=O)N3CCCC3)cc2)cs1)C1COc2ccccc2O1 (configuration not stated)	i	i	i	i	-1	i	-21	i	-4	-2	1
Cc1ccc(CN=C2NC(=O)C(CC(=O)NCCc3ccccc3)S2)cc1 (configuration not stated)	i	i	i	i	-1	i	-17	i	-1	10	3
COc1cc(C(c2c(C)[nH][nH]c2=O)c2c(C)[nH][nH]c2=O)ccc1OCc1ccc([N+](=O)[O-])cc1	i	i	i	i	5	i	-13	i	2	0	0

9 consecutive compounds already listed:
SMILES	PolyA inhibitor	KCNK3 block	KCNQ1 act	KCNQ1 inh	Dyrk1A ADPGlo	RGS4 pot	hERG rescue	KCNK9 inh	GSK3A inh	HDAC3 inh	GSK3B inh
COc1ccc(C2c3ccsc3CCN2C(=O)C(C)(C)C)cc1 (configuration not stated)	i	i	i	8*	2	i	-14	i	-3	-2	-3
CC1=NC2(CCCc3c2no[n+]3[O-])N(O)C1(C)C (configuration not stated)	i	i	i	i	-5	i	-6	i	-1	1	-4
CCCOC(=O)c1ccc(NC(=O)c2nc3nc(C)cc(C)n3n2)cc1	i	i	i	i	.	i	-24	i	-3	-3	-1
COc1ccc(C2=COc3ccccc3C(=O)N2)cc1	i	i	i	i	.	i	-12	i	-2	4	7
CCN1CCN(C(=O)CN(CC)S(=O)(=O)c2ccc(Cl)cc2)CC1	i	i	i	i	1	i	-7	i	1	-2	1
COc1c(N)c2ccccc2[nH]c1=O	i	i	i	i	3	i	-7	i	3	-3	-1
O=C(Nc1nc(-c2ccc(S(=O)(=O)N3CCCC3)cc2)cs1)C1COc2ccccc2O1 (configuration not stated)	i	i	i	i	-1	i	-21	i	-4	-2	1
Cc1ccc(CN=C2NC(=O)C(CC(=O)NCCc3ccccc3)S2)cc1 (configuration not stated)	i	i	i	i	-1	i	-17	i	-1	10	3
COc1cc(C(c2c(C)[nH][nH]c2=O)c2c(C)[nH][nH]c2=O)ccc1OCc1ccc([N+](=O)[O-])cc1	i	i	i	i	5	i	-13	i	2	0	0

The listing continues.
SMILES	PolyA inhibitor	KCNK3 block	KCNQ1 act	KCNQ1 inh	Dyrk1A ADPGlo	RGS4 pot	hERG rescue	KCNK9 inh	GSK3A inh	HDAC3 inh	GSK3B inh
CCc1ccc(NC(=O)Cn2nc(C)c([N+](=O)[O-])c2C)cc1	i	i	i	i	-5	i	-19	i	-1	-2	2
CCN(CC)CCNCc1cc(Br)ccc1OCC(=O)NCc1ccccc1	i	i	i	i	-2	i	-13	i	0	3	1
CC1(C(=O)O)COC(c2ccc([N+](=O)[O-])cc2)OC1 (configuration not stated)	i	i	i	i	-2	i	-12	i	-1	10	-5
CC(=O)NN1C(=O)/C(=C\c2ccc(O)cc2)SC1=S	i	i	i	i	7	i	-5	i	1	-3	-1
C=CCN1c2ccccc2[C@]23C[C@@H](C(=O)OC)N(C(C)=O)C2=NC(C(=O)OC)=C(C(=O)OC)[C@H]13	i	i	i	i	1	i	-5	i	3	1	-6
CCN(CC(=O)Nc1ccc(C)c(F)c1)CC(=O)NC(C)C	i	i	i	i	10	i	-14	i	-1	-1	1
O=C(COC(=O)c1c2ccccc2cc2ccccc12)Nc1ncc(C(F)(F)F)cc1Cl	i	i	i	i	-4	-7*	-12	i	.	-1	-1
Cc1ccc(S(=O)(=O)N(C)C)cc1NC(=O)Nc1ccccc1F	i	i	i	i	.	i	-9	i	-2	-6	-1
Cc1ccc(-c2ccc(=O)n(CC(=O)Nc3cccc(C(=O)N4CCN(C)CC4)c3)n2)cc1	i	i	i	i	5	i	-9	i	3	-4	2
CCN(CC)C(=O)CN(C)S(=O)(=O)c1cccc2nsnc12	i	i	i	i	-5	i	0	i	0	9	2
COC1C/C(=N\O)C2OC(c3ccccc3)OCC2O1 (configuration not stated)	i	i	i	i	4	i	-5	i	0	2	5
CCOC(=O)c1c(NC(=O)Cn2c(C)nc3ccccc32)sc2c1CCC2	i	-9.4*	i	i	-6	i	-17	i	1	-3	-2
CCOC(=O)C(=O)NN=C(c1ccccc1)c1ccccc1	i	i	i	i	5	i	-8	i	-1	1	-4
